Screening results from PubChem BioAssay.
Autophagy mod: autophagy modulators in MEF cells, primary screen, imaging, high-content, MEF GFP-LC3 | MEF GFP-LC3 puncta imaging; test concentration mostly 10 µM | calls only at 10 µM (by protocol) | actives 0.98% (n = 190,000) | AID 463193, 2010;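 active means percentage of spot-positive cells more than 3 SD above its plate mean, without a fluorescence outlier flag or 80% toxicity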;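 further: spot-positive cell cutoff set from DMSO-treated cells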
MT stabilizer: microtubule stabilizers in HeLa cells, primary screen, imaging, high-content imaging; HeLa tubulin immunostaining HCS, 24 h; share of cells brighter than vehicle mean+2SD; % tubulin-high responders, % at 10 µM; actives 0.83% (n = 200,000); AID 2205, 2009;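 active means plate Z-score above 3 for both tubulin-high and condensed-nucleus cell shares, with cell loss under 80%, at 10 µM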;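 further: anti alpha tubulin signal scored within the nucleus-defined area of each cell; some results filed as inactive read as strong as hits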
Lipid droplet: inhibitors of hepatocyte lipid droplet formation, primary screen, imaging, high-throughput imaging, BODIPY stain; AML12 mouse hepatocytes, oleate lipid droplets; actives 0.4% (n = 240,000); inhibition, % at 6.5 µM;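 active means lipid droplet intensity inhibited by at least 50%, with more than 500 cells counted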
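Assay system: AML12 hepatocytes (mouse) / Also added: 100 µM oleic acid challenge / Times: overnight treatment with compound plus oleate / Detection: high-content imaging of BODIPY-stained droplets and DAPI nuclei / Evaluation: % inhibition of lipid droplet signal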
Dynein transport: inhibitors of GR-EGFP nuclear translocation, primary screen, dynein cargo transport inhibitor project, imaging, high-content, 3617.4 mouse cells. AID 1381, 2008. z-score, hits read low. test concentration mostly 20 µM; stimulated with dexamethasone, 1 µM; stronger effect = lower value. actives 0.47% (n = 220,000);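 active means plate z-score of nuclear minus cytoplasmic receptor signal below a set negative limit, without overly bright fluorescence or cell loss, cut at about -3.5 in these data, passing the limit was not always enough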;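 further: z-score of nuclear minus cytoplasmic ring GR-EGFP intensity difference per well; some compounds called inactive have numbers as strong as hits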
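Buffer or medium: tet-free, stripped-serum medium; reagent: dexamethasone at 1.0 µM final, 30 min; incubation: 48 h induction, 1 h compound, 30 min dex at 37 °C; measured by: formaldehyde fixation, Hoechst nuclear stain, 10x automated fluorescence imaging; read-out: nuclear-to-cytoplasmic GR-EGFP distribution per well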
WT yeast gro inh: growth inhibition of WT strain, primary screen, mitochondrial fusion inhibitor project, WT and mutant strains, chemical genetic; inhibition, % at 10 µM; mitochondrial fusion phenotypic screen; AID 1362, 2008; actives 2.1% (n = 190,000); in the data active means inhibition above about 58%; tested in S. cerevisiae
Insulin prom up: insulin promoter activators in MIN6 cells, imaging, high-content screening, mouse beta cells | MIN6 insulin promoter-GFP reporter; stronger effect = higher value | z-score at 5 µM | actives 0.3% (n = 190,000) | AID 1625, 2009;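 active means z-score above 3 at 5 µM with at least 500 cells counted in the well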
Yfh1-depleted yeast: enhancers of respiration in Yfh1-depleted yeast, dose response, Friedreich's ataxia, plus single-dose screen (AID 1465) | S. cerevisiae Yfh1-off respiration, WST-1 reduction, 72 h; higher fold induction means a stronger effect | one-dose fold induction at 50 µM; EC50 in µM for titrated hits | actives 0.074% (n = 220,000);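 active means fold induction of absorbance versus untreated yeast above a set limit, then at least 30% activation at any dose in follow-up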;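 further: activators that raise dye reduction in frataxin-depleted yeast; strong numbers were not always called active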
b-catenin transl: modulators of beta-catenin nuclear translocation, primary screen, imaging, HeLa cells, immunofluorescence, high-content | nuclear translocation activity, % at 5 µM | actives 0.3% (n = 190,000);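 active means nuclear translocation activity above 50% at 5 µM, with a well cell count of 50 or more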;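 further: per-cell ratio of nuclear to cytoplasmic median beta-catenin stain intensity; plate controls were DMSO negative control for no effect and GSK-3 inhibitor IX positive control for full effect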
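assay system = human HeLa cells, endogenous beta-catenin | times = compound treatment 24 h, 37°C, 5% CO2 | detection = Anti-beta-catenin immunofluorescence on PFA-fixed, Triton-permeabilized cells, DAPI nuclei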
NOD2 inhibition: NOD2 signaling inhibitors, cell-based, luminescence, uHTS, HEK293 (AID 1566); actives 0.63% (n = 290,000); one-dose inhibition, % at 4 µM; EC50 in µM for titrated hits; HEK293 NOD2/NF-kB luciferase reporter, luminescence; higher % means a stronger effect; in the data active means inhibition above about 50%; further: many of its hits are not listed in these tables
WT yeast gro inh mutant strain: further read-out of WT yeast gro inh, marked with its call; inhibition, %; mitochondrial fusion phenotypic screen, mutant strain inhibition
Dynein transport cytoplasmic EGFP: second read-out of Dynein transport, no call of its own (marks repeat the call); z-score; measured here: cytoplasmic GR-EGFP intensity; stronger effect = higher value
Dynein transport nuclear GR-EGFP: recorded beside Dynein transport, whose call it bears; z-score; measured here: nuclear GR-EGFP intensity;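 lower value marks the stronger effect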
Dynein transport cell count: also measured in Dynein transport; calls as there; z-score; measured here: cell count per field
Insulin prom up cell count: further read-out of Insulin prom up, marked with its call; cell count; measured here: cytotoxicity, nuclei count;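 total cells summed across four imaged fields per well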
Lipid droplet cells 6.5 µM: recorded beside Lipid droplet, whose call it bears; cell count; measured here: cell count, cytotoxicity flag;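 cells counted across two imaged fields per well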
b-catenin transl cell count 5 µM: further read-out of b-catenin transl, marked with its call; cell count; measured here: cell count, cytotoxicity flag
MT stabilizer Hoechst-high %: also measured in MT stabilizer; calls as there; % Hoechst-high responders; measured here: nuclear condensation Hoechst responders;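 share of cells brighter than vehicle mean plus two SD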
MT stabilizer cytotoxicity %: also measured in MT stabilizer; calls as there; toxicity, %; measured here: cytotoxicity by cell density;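 0% = mean cell density of plate MIN control wells and 100% = no cells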
Autophagy mod cell loss 18 h: recorded beside Autophagy mod, whose call it bears; toxicity, %; measured here: cell loss, nuclei count;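 cell loss after 18 h compound exposure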
* hit, by the source's call; i = inactive; x = no result given. The list is partial; the hit share may differ from the screen's.

SMILES	Autophagy mod	Autophagy mod cell loss 18 h	MT stabilizer	MT stabilizer Hoechst-high %	MT stabilizer cytotoxicity %	Lipid droplet	Lipid droplet cells 6.5 µM	Dynein transport	Dynein transport cytoplasmic EGFP	Dynein transport nuclear GR-EGFP	Dynein transport cell count	WT yeast gro inh	WT yeast gro inh mutant strain	Insulin prom up	Insulin prom up cell count	Yfh1-depleted yeast	b-catenin transl	b-catenin transl cell count 5 µM	NOD2 inhibition
Cc1cccc(NC(=O)c2ccc(C(=O)Nc3cccc(C)c3)nc2)c1	i	0.0	7.1	2.5	10.6	-4.0	643	-0.503	-0.231	-0.507	-0.153	7.6	11.5	0.61	1199	i	8.4	444	-12.8%
COc1ccc(Br)cc1CNC(=O)C1CCC(=O)N1C(C)C (stereo not drawn)	i	0.0	4.4	2.3	0.1	x	x	-1.34	-0.144	-0.671	-0.0895	-6.2	-6.9	x	x	i	x	x	x
CC(=O)Nc1sc(C)c(C)c1C(=O)OC1CCOC1=O (stereo not drawn)	i	5.0	6.5	2.1	11.4	9.6	765	-0.496	-0.199	-0.0792	0.328	5.9	7.2	-0.67	1249	i	0.0	1070	2.3%
CC1CCCN(CC(O)COCc2ccccc2)C1 (stereo not drawn)	i	11.5	3.3	2.1	2.5	5.3	700	-1.59	0.232	-0.04	0.654	10.7	10.3	0.18	1237	i	-1.0	1123	2.5%
CCC(CC)C(=O)c1c[nH]c(C(=O)NCc2ccccn2)c1	i	15.0	1.8	1.3	1.5	1.9	729	-0.798	-0.25	-1.05	0.977	-6.1	-12.8	0.11	918	i	0.5	1015	16.2%
CC(C(=O)O/N=C(\N)c1cccnc1)c1ccc([N+](=O)[O-])cc1 (stereo not drawn)	i	4.5	2.2	1.8	4.9	-35.7	605	-1.31	-0.191	-0.709	0.814	-0.1	-3.4	-0.49	1352	i	-0.3	1117	-9.1%
O=C(NC(=S)Nc1ccc(CN2CCCCC2)cc1)c1cccc(OCc2ccccc2)c1	i	19.4	2.0	2.8	3.8	x	x	-0.892	-0.289	-0.348	1.31	71.7*	64.0*	-2.68	981	i	0.3	1522	21.0%
COc1ccc(CCN(Cc2cccs2)S(=O)(=O)c2ccc(S(=O)(=O)N3CCCCCC3)cc2)cc1OC	i	18.2	4.2	4.8	4.0	24.5	682	-0.627	-0.261	-0.447	0.309	3.4	-7.8	-0.48	1479	i	-0.2	1142	-32.2%
CC(=O)OCCn1c(=O)c2cc3c(=O)n(CCOC(C)=O)c(=O)c3cc2c1=O	i	16.6	2.2	2.6	1.5	x	x	0.545	-0.0909	0.721	0.255	8.1	2.8	-0.08	1260	x	-4.6	1019	12.0%
Cc1ccc2nc(C)c(C)nc2c1N	i	11.3	4.0	2.8	20.2	9.3	688	1.03	-0.229	0.806	-0.518	-14.4	-7.6	0.48	1870	i	-0.4	1073	0.6%
Cc1ccc(NC(=O)Nc2ccc3c(c2)nc(C)n3C)cc1	i	5.3	1.6	2.1	1.9	15.8	670	-1.05	-0.265	-0.342	0.28	4.4	12.1	0.51	1465	i	-0.9	1012	-169.6%
CC(C)(C)NC(=O)C(=O)NC(=O)c1c(F)cccc1Cl	x	x	x	x	x	1.2	635	-0.00859	-0.222	-0.227	0.73	x	x	0.33	1374	i	-1.4	1129	9.3%
Cc1c(C(=O)OCC2CCCO2)[nH]c2c1C(=O)CC(c1ccc(N(C)C)cc1)C2 (stereo not drawn)	i	3.1	4.0	2.5	10.6	-15.8	433	0.185	-0.256	0.274	0.873	5.5	-14.8	-0.3	1945	i	-0.9	1121	15.4%
O=C(Nc1ccccc1N1CCCC1)c1cc2ccccc2o1	i	-5.5	1.5	1.9	7.1	-22.3	601	-0.786	-0.23	-0.193	-0.758	36.6	26.5	x	x	x	x	x	-47.6%
O=C(Nc1ccc(Nc2ccccc2)cc1)c1ccc(Br)o1	i	45.7	2.3	1.7	11.0	x	x	0.229	-0.223	0.0776	0.0521	42.0	51.7	-0.68	1376	x	-0.2	1027	12.7%
CCOC(=O)Cc1cc(=O)c2c(=O)n(-c3ccccc3)[nH]c2[nH]1	i	30.4	1.6	1.8	7.7	x	x	-0.305	-0.154	-0.235	-0.168	10.7	0.0	-0.52	1214	i	-2.5	896	5.6%
CC(NC(=O)Cc1ccc(-c2ccccc2)cc1)c1ccccc1 (stereo not drawn)	i	16.6	2.4	2.1	6.0	16.2	779	0.811	-0.0825	0.663	-0.797	-1.8	-3.2	1.1	1168	i	1.0	1128	-3.5%
COc1ccc(Oc2nc3ccccc3nc2C(F)(F)F)cc1	i	10.1	2.0	2.1	6.1	x	x	-0.776	-0.15	0.291	0.552	0.2	-2.5	0	1571	i	-0.1	1304	16.6%
COc1ccc(-c2csc3nc[nH]c(=O)c23)cc1	i	-10.0	6.7	1.4	0.0	30.1	742	-0.825	-0.244	-0.467	1.01	7.0	-17.5	-0.14	1191	i	0.3	1035	12.4%
Cc1ccc(Cn2nnnc2CN2CCC(NC(=O)c3ccc(Br)cc3)CC2)cc1	i	-15.9	2.8	1.4	2.0	11.4	766	-0.169	-0.2	0.224	-1.39	-1.1	-4.2	0.25	1141	i	-1.6	1207	-1.4%
CCc1ccc(/C=C2\SC(N3CCCC3)=NC2=O)cc1	i	15.7	3.6	1.7	3.6	6.8	726	0.404	3.3	1.4	-3.05	10.1	16.7	-0.42	1536	i	5.6	920	-5.9%
CCOc1ccc(CC(=O)N/N=C/c2cccnc2)cc1	x	x	x	x	x	5.7	702	0.608	-0.234	0.257	-1.29	x	x	0.37	1420	i	-1.2	1129	14.8%
COc1ccc(/C=C(\NC(=O)c2cccs2)C(=O)Nc2cccc3ccccc23)cc1OC	i	6.0	3.4	1.4	4.6	83.6*	622*	0.843	-0.26	0.112	-0.64	13.8	-10.7	-0.46	1363	i	4.7	573	-1.0%
CCC1(C)Cc2ccccc2-c2nc(NCCO)n(-c3ccc(C)cc3)c(=O)c21 (stereo not drawn)	i	3.5	0.5	0.8	14.6	-10.3	790	0.0931	-0.44	-0.000416	0.483	-6.9	10.3	0.34	922	i	-1.9	994	19.6%
CCC(=O)Nc1ccc(NC(=O)CSc2nnnn2-c2ccc3c(c2)OCCO3)cc1	i	-3.4	5.4	1.2	9.8	5.3	655	-0.461	-0.155	-0.372	-0.178	-14.7	10.9	0.75	1467	i	-3.3	1107	13.1%
Later entries.
SMILES	Autophagy mod	Autophagy mod cell loss 18 h	MT stabilizer	MT stabilizer Hoechst-high %	MT stabilizer cytotoxicity %	Lipid droplet	Lipid droplet cells 6.5 µM	Dynein transport	Dynein transport cytoplasmic EGFP	Dynein transport nuclear GR-EGFP	Dynein transport cell count	WT yeast gro inh	WT yeast gro inh mutant strain	Insulin prom up	Insulin prom up cell count	Yfh1-depleted yeast	b-catenin transl	b-catenin transl cell count 5 µM	NOD2 inhibition
OC(COc1ccc2cc(Br)ccc2c1)CN1CCCC1 (stereo not drawn)	i	0.1	3.5	2.0	44.4	-26.4	742	3.67	1.03	3.46	-4.29	19.7	31.6	0.12	1059	i	x	x	-9.4%
COc1ccc(C(=O)c2oc3ccc(OC)cc3c2N)cc1	i	-6.4	1.8	2.0	1.3	2.9	666	-1.03	-0.163	-0.44	0.127	4.9	15.5	-0.6	1519	i	-1.9	1087	-61.3%
O=C(CCc1nc(-c2ccccc2Cl)no1)NCc1ccco1	i	8.7	2.5	3.2	6.8	0.5	710	0.659	-0.173	0.634	-0.267	-12.8	10.6	-0.2	1451	i	0.0	1453	7.6%
CCCc1[nH]nc2c1C(c1ccc(OC)cc1OC)C(C#N)=C(N)O2 (stereo not drawn)	i	0.1	3.2	0.6	37.8	-0.2	749	-1.68	-0.16	-0.689	0.634	12.9	14.5	0.25	1240	i	x	x	-15.4%
CCOc1ccc(CC(=NCCO)C2=C(O)CC(C)(C)CC2=O)cc1OCC	i	-9.0	4.0	1.5	5.0	-22.2	614	-0.807	-0.304	-0.721	0.819	-14.3	-10.8	0.58	1523	i	-2.6	1117	-39.0%
CCOP(=O)(OCC)/C(=N/OC(=O)c1ccc(OC)cc1)C(N)=O	x	x	x	x	x	16.5	670	0.611	-0.267	0.186	0.264	x	x	-0.2	1349	i	-4.4	1189	15.8%
CCCS(=O)(=O)C(=C1Nc2ccccc2N1)S(=O)(=O)CCC	i	-1.7	3.3	2.1	12.0	7.3	682	-1.51	-0.249	-0.439	0.884	-5.2	2.8	0.09	1238	i	-0.4	1106	-3.7%
Nc1nnc(SCCCC(=O)c2ccc(F)cc2)s1	i	-2.5	4.6	2.7	5.5	-9.8	656	1.25	-0.247	0.805	-0.883	-14.9	-10.1	1.26	1536	i	1.7	1080	-0.3%
CCCCN(CC)S(=O)(=O)c1ccc2c(c1)CCCN2C(C)=O	i	-0.4	3.4	1.3	5.9	13.0	651	-0.751	-0.296	-0.631	0.732	9.5	13.7	0.96	1100	i	-0.2	987	-5.7%
Cc1cc(C)c2c(C)c(C(=O)NCc3ccc(S(N)(=O)=O)cc3)oc2c1	i	10.2	5.6	1.5	7.8	-7.7	649	-0.827	-0.336	-0.593	1.12	-14.2	-0.5	-0.67	1472	i	0.2	1515	8.5%
